PvdQ acylase – blocks Pseudomonas aeruginosa PvdQ acylase activity; AID 488965; inhibition, % at 10 µM; 340,000 tested, 0.063% active; purified PvdQ acylase, fluorescence plate reader; in the data active means inhibition above about 30%, passing the limit was not always enough; inconclusive means no clear call, values can overlap the other calls;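 further: 0% = vehicle neutral wells and 100% = reference inhibitor wells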
C-LANA FP – KSHV C-LANA DNA binding inhibition. inhibition, % at 9 µM. MBP-C-LANA/FAM-LBS DNA binding, fluorescence polarization. 340,000 tested, 0.078% active;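 active means highest replicate inhibition at or above 60% at 9 µM, even if other replicates fall short; inactive means all replicates below 60% inhibition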;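 further: 0% = neutral control wells and 100% = 4 µM acridine orange control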
NSD2 HMT inh – blocks human histone methyltransferase NSD2; O96028; NSD2 peptide methylation, AlphaScreen, 120 min; inhibition, % at 12.5 µM; 310,000 tested, 0.54% active; in the data active means inhibition above about 50%
SR-BI HDL uptake – blocks mouse SR-BI lipid uptake from DiI-HDL | Q61009 | ldlA[mSR-BI] CHO cells, DiI-HDL uptake fluorescence, 3 h | inhibition, % at 12.5 µM | 320,000 tested, 0.96% active;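 active means mean replicate inhibition of at least 70% and a set share of replicates each scoring 70 or more; inconclusive means meets just one of the two criteria; inactive means fails both criteria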;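 further: 0% = median of neutral control wells and 100% = median of positive control wells; values of inactives mirror those of a sister screen read the other way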
Target sequence (Q61009 whole entry, looked up): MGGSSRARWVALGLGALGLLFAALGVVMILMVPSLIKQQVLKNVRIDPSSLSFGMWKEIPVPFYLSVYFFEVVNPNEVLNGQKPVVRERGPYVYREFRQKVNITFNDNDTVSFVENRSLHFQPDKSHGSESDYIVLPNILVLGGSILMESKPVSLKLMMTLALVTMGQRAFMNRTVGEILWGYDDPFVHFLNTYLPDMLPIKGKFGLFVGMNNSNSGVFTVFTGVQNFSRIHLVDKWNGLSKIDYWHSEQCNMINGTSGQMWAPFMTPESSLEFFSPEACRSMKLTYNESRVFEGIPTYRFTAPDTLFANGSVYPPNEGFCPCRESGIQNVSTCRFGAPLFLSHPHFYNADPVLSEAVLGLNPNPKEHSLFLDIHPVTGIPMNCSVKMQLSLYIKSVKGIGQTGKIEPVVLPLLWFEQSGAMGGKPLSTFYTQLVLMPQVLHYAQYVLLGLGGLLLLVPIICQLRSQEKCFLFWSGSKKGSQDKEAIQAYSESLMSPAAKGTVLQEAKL
Arrestin-AP2 inh – blocks beta-arrestin peptide binding to AP2 adaptin | FITC-arrestin peptide / GST-AP2 beads, flow cytometry; AP2 beta2 appendage carries R879A mutation | inhibition, % at 10 µM | 340,000 tested, 0.31% active | AID 504490;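 active means inhibition above a set limit, near 3 SD of compounds lacking own fluorescence, cut at about 54% in these data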;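 further: plate controls were DMSO wells for no effect and 5 µM unlabelled arrestin peptide for full effect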
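System: GST-AP2 R879A glutathione beads | Also added: FITC-arrestin peptide, 50 nM | Times: 12 min plus 1 h, RT | Signal: Bead flow cytometry, FITC channel | Buffer or medium: PBS with 0.05% Tween 20 and 0.1% BSA | Read-out basis: Percent drop in bead-associated FITC signal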
RTF Ca sens inh – cardiac RTF calcium desensitization | AID 493244 | inhibition, % at 7.15 µM | P19429+P45379 | 340,000 tested, 0.12% active | IANBD-labeled cardiac RTF, Ca2+ fluorescence;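 active means inhibition above the mean inhibition of all tested compounds plus 3 SD, cut at about 17% in these data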;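 further: assay run at fixed EC70 calcium of 1.6 mM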
PKA-R2B activ – activates the human PKA-R2B holoenzyme complex. 340,000 tested, 0.079% active. activation, % at 11.4 µM. PKA-R2B holoenzyme dissociation, Cy5-IP20 fluorescence polarization; R2B truncated from residue 108, S112A mutant; 0% DMSO only, 100% 113 µM cGMP. P22694+P31323;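 active means activation above a cutoff set at the mean over all compounds plus 3 SD, cut at about 18% in these data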;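 further: higher means more holoenzyme dissociation and a rise in polarization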
Target sequence (P31323 whole entry, looked up, other chains not shown, the tested form may be a part): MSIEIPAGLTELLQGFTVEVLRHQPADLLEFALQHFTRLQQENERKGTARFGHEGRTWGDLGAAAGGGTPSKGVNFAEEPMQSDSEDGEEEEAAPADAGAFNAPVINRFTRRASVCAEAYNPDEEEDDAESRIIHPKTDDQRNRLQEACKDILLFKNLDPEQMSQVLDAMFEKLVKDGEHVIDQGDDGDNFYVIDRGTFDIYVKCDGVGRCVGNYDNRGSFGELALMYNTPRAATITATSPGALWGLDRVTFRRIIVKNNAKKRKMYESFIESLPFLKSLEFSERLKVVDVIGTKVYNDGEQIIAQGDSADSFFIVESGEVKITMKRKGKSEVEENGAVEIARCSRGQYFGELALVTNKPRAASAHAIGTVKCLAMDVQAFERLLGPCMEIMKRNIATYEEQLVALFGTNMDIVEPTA
DAGLB inhibitor – blocks human DAGLB lipase activity | Q8NCG7 | 340,000 tested, 0.059% active | AID 504411 | inhibition, % at 5.17 µM | HEK293T DAGLB membrane lysate, EnzChek fluorogenic substrate; in the data active means inhibition above about 34%;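 further: 0% = enzyme with vehicle and 100% = wells lacking enzyme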
SR-BI DiI-HDL act – SR-BI HDL lipid transfer activation; CHO ldlA[mSR-BI] cells, DiI-HDL uptake fluorescence, 3 h; 100 = double the neutral-control signal; 320,000 tested, 0.096% active; activation, % at 12.5 µM; AID 504775;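 active means mean replicate activation of at least 60% and every replicate at or above 60%; inconclusive means mean or all-replicate condition met, but not both; inactive means mean below 60% and not all replicates reaching 60%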;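 further: 0% = median plate neutral-control signal and 100% = twice that signal; values of inactives mirror those of a sister screen read the other way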
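System: CHO ldlA[mSR-BI] cells / Medium: HEPES-buffered (25 mM, pH 7.4) F12 plus 0.5% BSA / Probe or stimulus: labelled HDL, 10 µg/mL / Doses: single compound concentration, delivered by pin transfer / Schedule: 3 h, 37 °C / Measured by: DiI fluorescence, bottom read / Measure: cell-associated DiI fluorescence as measure of HDL uptake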
Keap1-Nrf2 PPI – disrupts human Keap1 binding to Nrf2 peptide; AID 504523; Q14145; inhibition, % at 9.4 µM; 340,000 tested, 0.15% active; Keap1 Kelch-Nrf2 peptide fluorescence polarization, 1536-well; in the data active means inhibition above about 12%; inconclusive means no clear call, values can overlap the other calls; inactive means below about 7.3%;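 further: human Keap1 Kelch domain with fluorescein labeled Nrf2 9mer peptide probe; 0% = neutral control wells and 100% = peptide positive control; higher means more block of Keap1 binding to Nrf2 peptide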
* hit, by the source's call; ? = inconclusive; · = not tested or not shown.

Screens in order – PvdQ acylase	C-LANA FP	Keap1-Nrf2 PPI	NSD2 HMT inh	RTF Ca sens inh	SR-BI DiI-HDL act	Arrestin-AP2 inh	SR-BI HDL uptake	PKA-R2B activ	DAGLB inhibitor
O=C(Nc1cc(Cl)ccc1-n1cncn1)c1ccc([N+](=O)[O-])s1
    -9	-0.8	-4	2	-6	-30	-3	30	-6	3
N#Cc1ccccc1OCCN1C(=O)c2ccccc2C1=O
    -4	-1.4	2	11	0	13	-7	-13	9	-3
CCOC(=O)[C@H]1[C@H]2COc3ccc(Br)cc3[C@@H]2N2C(=O)c3cc(OC)c(OC)cc3NC(=O)[C@@]12C
    2	-2.6	-4	·	2	-13	·	13	-8	-6
NNC(=O)Cn1c(-c2nonc2N)nc2ccccc21
    9	-1.2	2	-3	-3	2	17	-2	6	0
O=c1cc(CSc2ccccc2)nc(-c2ccncc2)[nH]1
    12	-1.5	-1	0	-11	9	0	-9	1	1
CC(C)(C)C(=O)N(Cc1nc2ccccc2c(=O)[nH]1)Cc1cccs1
    7	2.1	3	-1	3	11	7	-11	-2	-2
Cc1cc(=O)oc2cc(OC(C)C(=O)Nc3ccc(N4CCCCC4)cc3)ccc12 (centres undefined)
    -5	0.1	-4	-2	-3	-38	2	38	-2	1
CC(Sc1ccccc1)C(=O)NCCc1ccccc1 (centres undefined)
    -6	-1.2	1	0	-9	-2	7	2	-3	-1
CCOC(=O)c1[nH]c(C)c(/C(O)=C2\C(=O)C(=O)N(CCCN(C)C)C2c2cccnc2)c1C (centres undefined)
    13	-1.0	0	0	4	43	8	-43	0	-4
CC1CCN(C(=O)/C(=C/c2ccccc2Cl)c2ccccc2)CC1
    -13	1.9	4	-4	2	-14	1	14	-2	-15
CCOc1ccc(N2CCc3c(C)nc(SC)nc32)cc1
    -10	0.3	-2	-6	-5	-18	-25	18	-5	-5
CCN1CCCC1CN=Cc1c(O)n(-c2ccccc2)c(=O)c2ccccc12 (centres undefined)
    -9	-0.7	-2	27	-11	7	0	-7	7	1
CCCCn1c(N)c(N(CC(C)C)C(=O)C2=COCCO2)c(=O)[nH]c1=O
    10	1.1	-3	-1	4	-2	5	2	-5	-1
COc1cc2c(C(=O)N3CCN(Cc4ccc5c(c4)OCO5)CC3)cn(C)c(=O)c2cc1OC
    -8	-2.4	-3	15	-12	6	3	-6	3	2
OCCC1CN(Cc2ccc3nsnc3c2)CCN1C1CCCCC1 (centres undefined)
    -14	-0.9	-4	2	-18	23	9	-23	2	-2
Cc1ccc(S(=O)(=O)NCC(=O)OCC(=O)N(Cc2ccccc2)C(C)(C)C)cc1
    -11	0.5	-5	-2	-15	34	1	-34	-15	0
O=C(Nc1ccc2cn[nH]c2c1)c1ccc(S(=O)(=O)N2CCOCC2)cc1
    -8	-0.5	3	0	-2	-7	9	7	-4	-3
COc1ccc(Cl)cc1N1C(=O)CC(N2CCc3ccccc32)C1=O (centres undefined)
    -11	2.8	1	4	-9	-14	1	14	-1	1
O=C(O)c1ccc(/C=N/Nc2ncc(C(F)(F)F)cc2Cl)cc1
    -3	-0.6	1	-6	-4	·	-3	·	2	2
O=C(Nc1ccc(S(=O)(=O)N2CCOCC2)cc1)C1CC1
    -13	-0.9	-8	-2	0	19	7	-19	-19	-1
CCN(CC)CCn1c(=S)[nH]c2cc(C(=O)N3CC(C)CC(C)C3)ccc2c1=O (centres undefined)
    -9	-0.1	-1	5	1	8	-2	-8	-9	2
Cc1cc(N)ccc1NC(=O)CN1CCCC1
    -4	-1.3	-2	-1	-7	14	9	-14	5	-1
O=C(CSc1nnc(-c2ccco2)o1)Nc1c(F)cccc1F
    20	0.3	-4	0	-2	19	10	-19	4	-1
CC(Sc1ccccc1)C(=O)Nc1ccc(N2CCOCC2)cc1 (centres undefined)
    2	1.5	2	·	-3	-40	36	40	10	0
O=c1oc2ccccc2n1CSc1nc2ccccc2s1
    -3	0.3	-8	0	-1	-17	-6	17	-5	-8
COc1ccccc1N1CCN(C(=O)c2cc3cc(Br)ccc3oc2=O)CC1
    -13	0.1	1	·	-6	-2	-8	2	3	1
CCOC(=O)c1c(S(=O)(=O)N2CCN(C3CCCCC3)CC2)c(C)n(C)c1C
    7	-0.9	-6	6	1	11	17	-11	-15	-1
COc1cccc(NC(=O)CN(C)C(=O)c2ccc(NC(=O)CC3SC(N4CCCCC4)=NC3=O)cc2)c1 (centres undefined)
    -11	-0.2	-3	-1	2	-24	-6	24	-6	1
C=CCNC(=O)C1CC1(c1ccc(C)cc1)c1ccc(C)cc1 (centres undefined)
    -6	-0.8	2	-1	-3	-14	3	14	2	-2
Cc1ccc(C(=O)COc2ccccc2-c2ccccc2)cc1
    -10	-1.8	0	-2	-23	2	4	-2	-4	-17
COc1ccc(NC(=O)CSc2nc3[nH]c(=O)cc(O)c3s2)cc1OC
    0	0.3	-4	3	-3	18	-2	-18	-14	1
O=C(O)c1ccccc1Nc1cccc(OCc2ccc3ccccc3n2)c1
    -2	1.0	-5	·	-3	2	7	-2	5	10
O=C(CSc1nnc2n(C3CCCCC3)c(=O)c3ccccc3n12)OC1CCCCC1
    -12	-2.1	-1	1	-9	18	8	-18	1	4
Cc1ccn2c(CNCC3COCCO3)c(C(=O)N3CCCCCC3)nc2c1 (centres undefined)
    15	-0.6	-4	-5	-5	21	10	-21	-12	2
Cn1nnnc1SCC(=O)c1c(N)n(C2CC2)c(=O)[nH]c1=O
    -5	-0.1	2	-1	2	24	-2	-24	-8	4
Cc1ccc(C(O)P(=O)(OCc2ccccc2)c2ccc(N(C)C)cc2)cc1 (centres undefined)
    -15	-0.4	2	3	-4	10	-16	-10	-1	-1
CCN(CC)S(=O)(=O)c1cccc(NC(=O)COC(=O)CCC(=O)c2cccs2)c1
    19	0.3	0	-3	4	-10	-7	10	-4	0
CCCc1cc(C(=O)Nc2sc(C)c(C)c2C(=O)OCC)no1
    -14	-0.1	-1	·	-9	2	6	-2	7	-4
Cc1cc(=O)oc2cc(OCC(=O)Nc3nnc(C(C)C)s3)ccc12
    -11	0.0	3	1	-4	·	-1	·	8	1
CCSc1nc(-c2ccccc2)c(C#N)c(=O)[nH]1
    -3	-1.2	2	0	6	12	3	-12	-6	3
Cc1cccc(Cn2c(N3CCCCC3C)nc3c2c(=O)[nH]c(=O)n3C)c1 (centres undefined)
    -15	0.3	-1	·	-11	16	-2	-16	3	7
Cc1ccc(O)c(C(=O)c2cnc3c(c2)COc2ccc(C)cc2-3)c1
    -12	4.1	-3	3	-3	-31	-2	31	-13	-16
CCCC(=O)Nc1nnc(CC(=O)N2CCCC2)s1
    -3	-0.1	0	-5	0	0	-5	0	-1	0
COCCSc1ccccc1C(=O)N1CCN(Cc2ccccc2)CC1
    -10	0.3	-5	-3	-2	9	7	-9	-7	1
COC(=O)[C@H](CCSC)NC(=O)Nc1ccc(C(C)=O)cc1
    -25	1.4	-5	-4	-14	-2	7	2	1	-1
CCOCCCNC(=O)c1cc2c(-c3ccc(Cl)cc3)nn(C)c2s1
    -4	-0.1	-4	·	0	-62	-3	62	-22	-4
COc1ccc(OCCn2c(=N)n(CCO)c3ccccc32)cc1
    3	-0.9	-2	2	1	16	35	-16	1	0
CCCCOc1ccc(N=Cc2cccs2)cc1
    9	0.9	2	2	-2	13	10	-13	-6	-2
Oc1ccc2ccccc2c1-c1sc(Nc2ccccc2)n[n+]1-c1ccc(F)cc1
    -6	0.0	4	·	-1	-26	-2	26	-8	16
COc1ccc(/C=C/C(=O)Nc2ccccc2)cc1S(=O)(=O)N1CCOCC1
    -11	-0.5	-3	-4	-3	·	3	·	-7	-1
C=CCN=c1scc(-c2ccc(F)cc2)n1/N=C/c1ccccn1
    -9	-2.2	-7	6	5	-12	0	12	-12	-5
CCCCN(CCCC)C1=Nc2ccccc2N/C1=C(/C#N)C(=O)OCC
    2	0.5	?	3	-6	-9	-4	9	-14	-15
Cc1ccccc1NC(=O)Nc1ccc(C(F)(F)F)cc1
    -8	1.4	3	-2	-5	-36	8	36	-8	-2
CCN(CC)CCCNC(=O)c1sc2ncn(CC(=O)Nc3ccc(C)c(Cl)c3)c(=O)c2c1C
    1	1.8	-3	46	-8	10	-1	-10	-5	-1
COc1cccc(CNC(=O)CSc2ccc(-c3ccccn3)nn2)c1
    12	0.3	-2	2	11	·	6	·	-3	1
CCCCN(C(=O)CCCc1nc2ccccc2s1)c1c(N)n(CC(C)C)c(=O)[nH]c1=O
    -11	1.9	-1	-1	-3	6	-44	-6	0	6
COc1ccc(CN2CCC(N3CCC(C(=O)N4CCOCC4)CC3)CC2)c(F)c1
    -5	-0.4	-3	0	-12	1	-26	-1	-1	0
CN(CC1CCOCC1)C(=O)CC1C(=O)NCCN1Cc1cccc(Oc2ccccc2)c1 (centres undefined)
    4	-0.5	-6	2	4	16	24	-16	-2	1
CCN1CCCC1CNC(=O)c1cc2cc(F)ccc2[nH]1 (centres undefined)
    -8	-1.3	3	23	2	4	0	-4	-3	0
CN1CCN(C(=O)CSc2nc(-c3cccs3)ccc2C#N)CC1
    8	0.8	-3	3	-7	-14	27	14	-7	-4

Following part.
Screens in order – PvdQ acylase	C-LANA FP	Keap1-Nrf2 PPI	NSD2 HMT inh	RTF Ca sens inh	SR-BI DiI-HDL act	Arrestin-AP2 inh	SR-BI HDL uptake	PKA-R2B activ	DAGLB inhibitor
CCC1(C)Cc2ccccc2-c2nc3n(c(=O)c21)CC(C(=O)O)S3 (centres undefined)
    -4	-0.1	-5	-2	-12	19	7	-19	1	4
COc1cc(O)c2c(=O)c(-c3ccc(O[C@@H]4O[C@H](CO)[C@@H](O)[C@H](O)[C@H]4O)cc3)coc2c1
    11	1.2	1	4	-16	-4	14	4	1	-2
CN(NC(=O)COc1ccccc1)C1=NS(=O)(=O)c2ccccc21
    4	-6.4	·	-2	30*	9	62*	-9	-2	-1
CN(C)S(=O)(=O)N1CCCN(S(=O)(=O)N(C)C)CC1
    -5	0.3	1	-4	-12	23	11	-23	-6	-2
O=S(=O)(c1ccc(Br)s1)N1CCN(c2ccccc2)CC1
    -7	-0.1	0	1	0	0	4	0	-6	-3
CN1CCN(c2ncc(CN3C(=O)c4ccccc4C3=O)s2)CC1
    -8	0.3	-6	2	-6	7	-37	-7	11	1

From PubChem BioAssay
